# High-throughput results deposited in PubChem by The Scripps Research Institute Molecular Screening Center.
# GPR151 activ: activators of human GPR151, primary screen, cell-based, PathHunter beta-arrestin, luminescence; PathHunter beta-arrestin GPR151 cells; G-protein coupled receptor 151 (Homo sapiens), Q8TDV0; activation, % at 11.2 µM; 650,000 compounds, 1% hits; in the data active = activation above about 4.9%;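 note: 0% = median of compound wells and 100% = cells with positive control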
# Target sequence (Q8TDV0 whole entry, looked up): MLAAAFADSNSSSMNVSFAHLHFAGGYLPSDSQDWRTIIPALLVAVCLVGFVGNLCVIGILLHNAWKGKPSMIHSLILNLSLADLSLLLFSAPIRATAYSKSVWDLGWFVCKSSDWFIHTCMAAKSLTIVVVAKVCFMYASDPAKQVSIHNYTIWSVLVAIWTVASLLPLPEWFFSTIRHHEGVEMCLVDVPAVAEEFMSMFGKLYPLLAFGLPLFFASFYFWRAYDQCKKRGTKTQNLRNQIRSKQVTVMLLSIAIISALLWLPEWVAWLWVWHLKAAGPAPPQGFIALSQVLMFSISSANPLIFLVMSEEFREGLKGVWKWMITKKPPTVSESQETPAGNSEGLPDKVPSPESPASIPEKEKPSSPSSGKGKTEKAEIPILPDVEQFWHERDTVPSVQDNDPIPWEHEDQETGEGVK
# FBW7 activator: FBW7 E3 ligase activators, primary screen, biochemical, AlphaScreen, human; 650,000 compounds, 0.13% hits; AlphaScreen FBW7–phospho-cyclin E peptide binding, activator screen; AID 1259310, 2017; F-box/WD repeat-containing protein 7 (Homo sapiens), Q969H0; normalized activity (activation), % at 26.1 µM; in the data active = normalized activity above about 1.9%;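 note: purified mutant Fbw7 with reduced substrate affinity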
# MITF inh: MITF inhibitors, primary screen, biochemical, AlphaScreen, human. inhibition, % at 2.6 µM. AlphaScreen MITF homodimerization, bead proximity signal. 650,000 compounds, 0.91% hits; in the data active = inhibition above about 50%;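 note: 0% = vehicle wells with protein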
# Target sequence (O75030 whole entry, looked up): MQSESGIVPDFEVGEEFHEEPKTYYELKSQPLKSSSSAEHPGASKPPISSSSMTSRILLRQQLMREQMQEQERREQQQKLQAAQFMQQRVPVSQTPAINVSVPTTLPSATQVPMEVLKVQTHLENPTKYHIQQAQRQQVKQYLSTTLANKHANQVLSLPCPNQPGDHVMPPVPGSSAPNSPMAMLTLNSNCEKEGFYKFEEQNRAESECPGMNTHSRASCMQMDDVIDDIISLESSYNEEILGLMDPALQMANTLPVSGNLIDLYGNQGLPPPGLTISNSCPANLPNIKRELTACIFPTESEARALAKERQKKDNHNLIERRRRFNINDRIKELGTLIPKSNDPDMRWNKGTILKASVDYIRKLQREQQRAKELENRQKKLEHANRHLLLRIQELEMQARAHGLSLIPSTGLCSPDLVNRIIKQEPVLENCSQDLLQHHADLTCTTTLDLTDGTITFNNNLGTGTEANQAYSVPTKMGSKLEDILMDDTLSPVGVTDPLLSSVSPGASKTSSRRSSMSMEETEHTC
# TEAD-YAP block: TEAD-YAP interaction inhibition, primary screen, TEAD-YAP interaction inhibitor project, luminescence, HEK-TIYL cells | TEAD-Gal4/YAP UAS-luciferase luminescence | 640,000 compounds, 1.4% hits | inhibition, % at 9.12 µM; in the data active = inhibition above about 32%;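 note: 0% = median of test compound wells and 100% = reference inhibitor wells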
# * hit, by the source's call. The order is random (roughly 3.4% active in at least one column).
nr	SMILES	GPR151 activ	FBW7 activator
1	O=C1CC(N2CCN(C(c3ccccc3)c3ccccc3)CC2)C(=O)N1c1ccc(Br)cc1 (centres undefined)	-0.8	0.0
2	COc1ccccc1N1CCN(CC(=O)Nc2sc(C)c(C)c2C(N)=O)CC1	0.5	-0.1
3	Cc1nnc2ccc(N3CCN(S(=O)(=O)c4cc(F)ccc4F)CC3)nn12	-0.4	-0.2
4	COc1ccc(C(=O)Oc2ccc(C(C)=O)cc2)cc1Br	-0.7	0.2
5	Cc1ccc(C(=O)N2CCC(Cc3ccccc3)CC2)o1	-0.1	0.1
6	CCC(=O)Nc1c(-c2ccccc2)nc2c(C)cccn12	1.1	0.2
7	Cc1cc(C)cc(N(C(C)C(=O)N2CCc3ccccc3C2)S(C)(=O)=O)c1 (centres undefined)	2.1	0.0
8	CN1CCN(c2ccc(-c3cccc(C(=O)NCCOc4ccccc4)n3)cc2)CC1	-0.4	-0.1
9	Cc1ccc(F)cc1NC(=O)c1sc2nc(-c3ccncc3)ccc2c1N	-1.1	0.0
10	Cc1cc(C)nc(/N=C(\N)Nc2ccc(Cl)cc2)n1	-0.4	-0.1

nr	MITF inh	TEAD-YAP block
1	3.6	0.5
2	1.4	16.8
3	-10.2	-7.1
4	17.2	-6.9
5	20.6	6.8
6	-9.9	-4.2
7	12.3	6.2
8	7.6	8.5
9	-10.6	-7.2
10	-6.4	2.1

# Carrying on:
nr	SMILES	GPR151 activ	FBW7 activator
11	CCOC(=O)c1c(NC(=O)c2cc3ccccc3oc2=O)sc2c1CCC(C)C2 (centres undefined)	1.2	0.2
12	COc1ccccc1C(=O)N/C(=C/c1ccccc1)C(=O)NCc1ccco1	1.7	-0.4
13	COc1ccccc1OCC(=O)Nc1cccc(C(=O)N2CCOCC2)c1	0.6	0.0
14	O=C(NC1CCCCC1)c1ccc2c(c1)C(=O)N(CC1CCCO1)C2=O (centres undefined)	1.8	-0.1
15	CCOc1ccc(S(=O)(=O)Nc2cccc(Cl)c2C)cc1	4.3	0.0
16	O=C(CNC(=O)c1ccco1)N/N=C/c1cc(Cl)ccc1O	-1.0	-0.2
17	CCn1cnc2cc(NCc3ccccc3O)ccc21	0.1	0.0
18	CCCNc1cc(C)nc(NC2CCC(O)CC2)n1 (centres undefined)	1.2	0.2
19	CN(C(=O)c1ccccc1)c1nnc(C23CC4CC(CC(C4)C2)C3)s1	-0.9	-0.1
20	Cc1ccc2c(c1)CN(CCNC(=O)CSc1ccccc1)CC(C)O2 (centres undefined)	-0.1	-0.1

nr	MITF inh	TEAD-YAP block
11	5.2	-18.0
12	7.8	1.9
13	-2.1	-4.6
14	2.2	-3.1
15	-6.5	-7.6
16	14.4	-3.0
17	12.4	-33.0
18	-14.3	-2.4
19	-1.2	3.9
20	-0.3	3.9

# Grouped by structure: the entries above with fluorine
nr	SMILES	GPR151 activ	FBW7 activator
3	Cc1nnc2ccc(N3CCN(S(=O)(=O)c4cc(F)ccc4F)CC3)nn12	-0.4	-0.2
9	Cc1ccc(F)cc1NC(=O)c1sc2nc(-c3ccncc3)ccc2c1N	-1.1	0.0

nr	MITF inh	TEAD-YAP block
3	-10.2	-7.1
9	-10.6	-7.2

# (further entries)
nr	SMILES	GPR151 activ	FBW7 activator
21	COc1ccc(N2C(=O)CN(C(=O)c3ccnn3C)CC23CCCC3)cc1	-0.5	0.0
22	O=[N+]([O-])c1cccc(/C=N\Nc2ccccn2)c1	-0.4	0.0
23	Cc1nn2c(C3CCCN(C(=O)OC(C)(C)C)C3)ccnc2c1-c1cccs1 (centres undefined)	0.4	-0.1
24	CCN(CC)c1ccc(/C=C2/C(=O)N(C)C(=S)N2CC(=O)OC)cc1	1.3	-0.5
25	CCOc1cccc(NC(=O)/C(C#N)=C\c2ccc(N(C)C)o2)c1	-1.0	0.2
26	Cc1[nH]nc(SCC(=O)Nc2c(C)n(C)n(-c3ccccc3)c2=O)c1[N+](=O)[O-]	-0.1	0.8
27	CC(C)c1ccc(/C=C/C(=O)N2CCN(C)CC2)cc1	0.1	-0.2
28	C/C(CC(=O)Nc1ccccc1)=N\c1sc2c(c1C#N)CCCC2	2.3	-0.1
29	Nc1nnc(SCC(=O)OCc2ccc(F)cc2)s1	1.2	0.1
30	CN(Cc1ccccc1)C(=O)c1cccc(N2C(=O)C3CC=CCC3C2=O)c1 (centres undefined)	2.2	-0.1

nr	MITF inh	TEAD-YAP block
21	11.3	-14.5
22	2.2	-41.2
23	-0.3	8.2
24	28.9	-38.9
25	15.2	29.5
26	19.4	7.0
27	-9.6	5.0
28	6.4	-2.4
29	-4.5	0.4
30	-10.0	-1.9

# Additional results:
nr	SMILES	GPR151 activ	FBW7 activator
31	C[C@@H](NC(=O)OC(C)(C)C)C(=O)N1CCC(C(=O)Nc2ccc3[nH]ncc3c2)C1 (some centres undefined)	-0.1	-0.1
32	CC(=O)c1ccc(NC(=O)c2cnc3ccccc3n2)cc1	-0.9	0.5
33	Cc1occc1-c1nnc(SCC(=O)NNC(=O)COc2ccc(Cl)cc2)n1C	-0.5	-0.1
34	N[C@@H]1CC[C@H](C(=O)Nc2cccc3cnccc23)C1	-0.9	0.1
35	CCc1nn(-c2ccccc2)c2nc(-c3ccc(Cl)cc3)c3cc(OC)c(OC)cc3c12	0.0	0.9
36	CCOC(=O)C1=C(O)/C(=C/c2ccc([N+](=O)[O-])cc2)N=C1C	-0.5	0.3
37	CCSc1nnc2c(n1)OC(c1ccc(OCc3ccccc3)c(OC)c1)Nc1ccccc1-2 (centres undefined)	-0.2	0.8
38	Cc1nn(C(=O)c2ccc(Cl)c([N+](=O)[O-])c2)c(C)c1Br	-0.4	-0.1
39	O=C(CSc1nn(-c2ccccc2)c(=S)s1)Nn1cnnc1	-1.4	0.0
40	Cc1c2cnn(CC(=O)NC(C)c3ccccc3)c(=O)c2c(C)n1Cc1ccccc1Cl (centres undefined)	-2.1	-0.2

nr	MITF inh	TEAD-YAP block
31	12.1	-0.3
32	21.5	-33.8
33	-1.1	16.4
34	0.8	-2.9
35	12.5	-6.8
36	5.2	6.1
37	9.6	-41.8
38	2.3	16.8
39	-2.0	-1.9
40	-5.2	-9.1

# Down the list, from the results shown.
# MITF inh, nos. 31 to 40: 12.1, 21.5, -1.1, 0.8, 12.5, 5.2, 9.6, 2.3, -2.0, -5.2
# GPR151 activ, nos. 31 to 40: -0.1, -0.9, -0.5, -0.9, 0.0, -0.5, -0.2, -0.4, -1.4, -2.1
# FBW7 activator, nos. 31 to 40: -0.1, 0.5, -0.1, 0.1, 0.9, 0.3, 0.8, -0.1, 0.0, -0.2

# The list goes on.
nr	SMILES	GPR151 activ	FBW7 activator
41	O=C(Nc1cccnc1)c1cc(Br)ccc1OCc1ccccc1Cl	-0.7	0.2
42	CCC(C)NC(=O)c1noc(C(C)C)c1[N+](=O)[O-] (centres undefined)	-0.1	0.4
43	NC(=O)COC(=O)[C@H](Cc1c[nH]c2ccccc12)NC(=O)c1ccc(F)cc1	0.0	0.6
44	CC(C)N(CCNc1nc(Nc2ccncc2)nc2c1ncn2-c1ccccc1)C(C)C	0.7	0.0
45	CC(=O)C1=NN(c2ccccc2)C(c2ccc3c(c2)OCO3)N1C(C)(C)C (centres undefined)	0.6	1.2
46	CCCCOc1ccc(C(=S)N2CCOCC2)cc1OC	1.5	0.0
47	COc1ccc2oc(=Nc3cccc(F)c3)c(C(N)=O)cc2c1	0.1	-0.1
48	CCNCCC(=O)N1c2ccccc2Sc2ccc(C(F)(F)F)cc21	-1.1	-0.1
49	O=C(NCc1ccccn1)c1ccc2c(c1)N(Cc1ccc(F)cc1)C(=O)CS2	0.6	-0.5
50	C/C(=N\N1C(=O)c2ccccc2C1=O)C1C(=O)c2ccccc2C1=O	0.1	0.0

nr	MITF inh	TEAD-YAP block
41	10.3	-5.0
42	15.5	-8.6
43	6.5	4.8
44	4.6	-4.9
45	-4.2	-5.2
46	9.9	-8.9
47	-17.8	-37.8
48	-9.1	-12.1
49	-9.1	-1.3
50	-10.6	6.7

# (next part)
nr	SMILES	GPR151 activ	FBW7 activator
51	Cc1cccc(NC(=O)C2C3C=CC4(O3)C2C(=O)N(Cc2ccccc2F)C4C(=O)NC2CCCC(C)C2C)c1 (centres undefined)	-1.1	-0.1
52	Cc1nc2ccccn2c1C(=O)NCc1ccccc1	4.8	-0.3
53	CCSCCOC(=O)C1=C(C)NC(=O)NC1c1ccc(C)cc1 (centres undefined)	-1.0	0.3
54	O=C(COc1ccc([N+](=O)[O-])cc1)Nc1ccc(NC(=O)c2ccccc2)cc1	0.8	-0.3
55	COc1ccc(/C=C2\NC(=S)N(C)C2=O)cc1	2.0	-0.1
56	O=C(Nc1cccc(NC(=O)c2cc(Br)ccc2Cl)c1)c1ccc(Cl)cc1Cl	1.2	-0.5
57	CCOC(=O)c1ccc(NC(=S)N(CCCN2CCCC2)Cc2ccco2)cc1	-1.2	-0.2
58	Cc1cc(C)cc(N(C(C)C(=O)Nc2ccc(F)cc2)S(C)(=O)=O)c1 (centres undefined)	-0.7	-0.1
59	Cc1nc2cc(NC(=O)c3c(C)cnn3C)ccc2s1	0.8	0.1
60	O=C(NCc1cccnc1)c1cc2nc(-c3cccs3)cc(C(F)(F)Cl)n2n1	-0.9	0.0

nr	MITF inh	TEAD-YAP block
51	-15.3	-6.7
52	-1.7	-4.8
53	15.3	3.3
54	4.7	4.0
55	-6.0	4.8
56	0.2	11.6
57	-1.3	-8.7
58	-14.7	-1.5
59	4.6	4.5
60	5.8	7.4

# The listing continues:
nr	SMILES	GPR151 activ	FBW7 activator
61	CCOC(=O)c1sc(NC(=O)C(C)Sc2nnc(CNC(=O)c3cccs3)n2-c2ccc(OCC)cc2)c(C(=O)OCC)c1C (centres undefined)	-0.7	0.0
62	COc1ccc(/C=C\C(=O)Nc2c3c(nn2-c2ccc(C)cc2)CSC3)cc1OC	0.4	-0.2
63	COC(=O)c1ccccc1NC(=O)CCC(=O)N1CCOc2ccccc21	1.4	0.0
64	O=C(O)CCC(=O)Nc1cccc(Oc2ccc3c(c2)C(=O)N(c2cccc(NC(=O)CCC(=O)O)c2)C3=O)c1	-1.2	0.0
65	Cc1nc(N2CCCCC2)c2c(C)c(C(=O)Nc3ccc(Oc4ccccc4)cc3)sc2n1	1.0	0.0
66	O=C(NC1CC1)c1ccc(-c2cc(NCc3cccc(C(F)(F)F)c3)ncn2)cc1	0.2	-0.1
67	O=C1c2[nH]nc(-c3ccccc3)c2C(c2cccc(F)c2)N1c1cccc(C(F)(F)F)c1 (centres undefined)	0.8	-0.1
68	CN1CCN(C(=O)c2ccc(-c3cccc(N(C)C)c3)nc2N2CCOCC2)CC1	0.2	0.2
69	CC(C)N(C(=O)CSc1nnc(NC(=O)c2ccc(F)cc2F)s1)C(C)C	0.4	-0.1
70	COc1ccc(NC(=O)c2ccccc2SCc2ccc(F)cc2)cc1OC	-0.3	0.1

nr	MITF inh	TEAD-YAP block
61	5.5	14.7
62	0.1	-9.3
63	-6.0	-11.3
64	0.8	-1.5
65	17.3	-2.7
66	-0.5	-23.0
67	-1.4	7.8
68	25.8	-15.9
69	1.5	9.1
70	5.9	-1.3

# Pulled by compound from above, five records:
nr	SMILES	GPR151 activ	FBW7 activator
66	O=C(NC1CC1)c1ccc(-c2cc(NCc3cccc(C(F)(F)F)c3)ncn2)cc1	0.2	-0.1
68	CN1CCN(C(=O)c2ccc(-c3cccc(N(C)C)c3)nc2N2CCOCC2)CC1	0.2	0.2
69	CC(C)N(C(=O)CSc1nnc(NC(=O)c2ccc(F)cc2F)s1)C(C)C	0.4	-0.1
70	COc1ccc(NC(=O)c2ccccc2SCc2ccc(F)cc2)cc1OC	-0.3	0.1
64	O=C(O)CCC(=O)Nc1cccc(Oc2ccc3c(c2)C(=O)N(c2cccc(NC(=O)CCC(=O)O)c2)C3=O)c1	-1.2	0.0

nr	MITF inh	TEAD-YAP block
66	-0.5	-23.0
68	25.8	-15.9
69	1.5	9.1
70	5.9	-1.3
64	0.8	-1.5

# The listing continues.
nr	SMILES	GPR151 activ	FBW7 activator
71	COc1ccc(CN2CCC(CNC(=O)c3cnccn3)CC2)cc1	-0.4	0.1
72	CCCOc1ccc(N=c2ssc3c2-c2ccccc2NC3(C)C)cc1	-0.3	-0.1
73	COc1cc(C(=O)Nc2c(C(C)C)cccc2C(C)C)c(Br)c(OC)c1OC	-0.8	0.3
74	CCOc1ccc(C(=O)NC(CC(=O)O)c2ccc(Cl)cc2)cc1OCC (centres undefined)	-0.4	0.0
75	O=[N+]([O-])c1ccccc1/C=C/CN1CCCC1CO (centres undefined)	0.1	0.0
76	O=C(NCCCc1nc2ccccc2[nH]1)C1CCCCC1	-2.0	-0.2
77	COCCn1c(CNc2ccc(F)cc2)nnc1SCC(=O)OC(C)C	-1.0	0.4
78	O=C1N[C@@H](Cc2cnc[nH]2)C(=O)N2CCN(Cc3ccc(Cl)cc3)C[C@H]12	-1.2	-0.1

nr	MITF inh	TEAD-YAP block
71	18.1	7.7
72	9.3	5.8
73	15.8	-4.2
74	17.1	7.7
75	9.2	-0.8
76	-2.6	4.8
77	6.7	12.8
78	-8.0	-21.2
